S3 lipid droplet = qHTS Assay for Lipid Storage Modulators in Drosophila S3 Cells | Drosophila S3 cells, BODIPY lipid droplet fluorescence, 18-24 h; cells fed with added oleic acid | lipid storage change, negative = inhibition, % at the top dose, mostly 46.1 µM; hits show Potency in µM | AID 2685 | actives 0.64% (n = 320,000); active = well fitted inhibition curve with a large enough effect in the signal ratio, with a control signal flat, not every such curve was filed as active; inconclusive = small, poorly fitted or top-dose-only effect, or effect the other way, or a change in a side signal; the % refers to the signal ratio
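Drosophila S3 cells got compounds at several concentrations plus oleic acid (400 uM solution). Laser-scanning cytometry with 488 nm excitation read lipid droplets at 500-530 nm and cells at 575-640 nm. Percent activity was relative to 20 uM Triacsin C.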
S3 lipid droplet cell count max = recorded beside S3 lipid droplet, whose call it bears; cell number change, %; measured here: cell count max response;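 cells counted by Cell Tracker Red CMTPX staining in the red channel; peak over a dose series mostly up to 46.1 µM; percent activity relative to internal control wells on each plate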
The depositor's hits bear a star; [ ] = dose if it differs, or a comment. % is scaled to controls: 0 for no effect and ±100 for the full control effect; potency is read from the fitted curve at half-maximal effect. Not all compounds are listed; count on the stated rates, not on these rows.

How did COC(=O)C1=C(C)NC(=O)NC1c1ccc2c(c1)OCO2 (stereo not given) do in these assays?
S3 lipid droplet: 91.0%; S3 lipid droplet cell count max: 3.3

How did O=C(O)Cc1ccc(Oc2ncc(C(F)(F)F)cc2Cl)cc1 do in these assays?
S3 lipid droplet: -12.6%; S3 lipid droplet cell count max: -9.2

What do the screens show for `CCCN1C(=O)SC(CC(=O)Nc2ccccc2C)C1=O` (stereo not given)?
S3 lipid droplet: 3.1%; S3 lipid droplet cell count max: -6.7

How did O=C(CN1C(=O)c2cccc([N+](=O)[O-])c2C1=O)NCc1ccccc1 do in these assays?
S3 lipid droplet: -0.3%; S3 lipid droplet cell count max: 2.6

Results for CCOC(=O)c1c(NC(=O)CSC2=NN3CCCC(=O)N=C3S2)sc2c1CCCCC2 ?
S3 lipid droplet: inconclusive

How did Cc1nn(CCOc2ccc(Br)cc2)c(C)c1[N+](=O)[O-] do in these assays?
S3 lipid droplet: inactive

How did COC(=O)c1ccc(NC(=O)c2c(Br)cnn2C)cc1 do in these assays?
S3 lipid droplet: 13.2%; S3 lipid droplet cell count max: 1.9

How did Cc1cc(C)c2cc(CN(CCO)Cc3nnnn3Cc3ccccc3)c(=O)[nH]c2c1 do in these assays?
S3 lipid droplet: 15.2%; S3 lipid droplet cell count max: -18.7

Results for O=C(NCc1cccnc1)c1ccc(COc2ccc(Cl)cc2Cl)o1 ?
S3 lipid droplet: 5.6%; S3 lipid droplet cell count max: 11.9

What do the screens show for `O=C(CSc1nc(-c2ccco2)cc(C(F)(F)F)n1)NCc1cccs1`?
S3 lipid droplet: inconclusive

How did Cc1ccc(C(=O)NN2C(=O)/C(=C/c3cn(C)c4ccccc34)SC2=S)cc1 do in these assays?
S3 lipid droplet: inconclusive

How did COc1ccccc1C1=CC(=O)C[C@H](c2ccc3c(c2)OCO3)C1 do in these assays?
S3 lipid droplet: inconclusive

Results for COC(=O)C1C(c2ccc(OC)cc2)C(C(=O)OC)S(=O)(=O)C(CCN2CCCCC2)S1(=O)=O (stereo not given) ?
S3 lipid droplet: inconclusive

What do the screens show for `CCC(C)(C)n1nnnc1CN1CCN(c2nc3cc(OC)ccc3cc2C#N)CC1`?
S3 lipid droplet: inconclusive

How did COc1ccc(Nc2c3c(nc4c(-c5ccccc5)c(C)nn24)CCC3)cc1 do in these assays?
S3 lipid droplet: inconclusive

Not a retest: an excerpt of the list.
What do the screens show for `CCC(C)(C)n1nnnc1CN1CCN(c2nc3cc(OC)ccc3cc2C#N)CC1`?
S3 lipid droplet: inconclusive

How did COc1ccc(Nc2c3c(nc4c(-c5ccccc5)c(C)nn24)CCC3)cc1 do in these assays?
S3 lipid droplet: inconclusive

(next part)
Results for O=C(c1ccc(N2C(=O)C3C4CC(C(Br)C4Br)C3C2=O)cc1)N1CCCCC1 (stereo not given) ?
S3 lipid droplet: inconclusive

How did COCCN(C(=O)CCC(=O)Nc1ccccn1)C(C(=O)NCCC(C)C)c1ccc(OC)cc1 (stereo not given) do in these assays?
S3 lipid droplet: 21.2%; S3 lipid droplet cell count max: -0.3

What do the screens show for `O=C(NNC(=O)c1ccc(-c2ccccc2)cc1)Nc1ccc(F)cc1F`?
S3 lipid droplet: 1.7%; S3 lipid droplet cell count max: -12.7

What do the screens show for `COC(=O)c1ccc(S(=O)(=O)N2CCCN(Cc3ccc(F)cc3)CC2)n1C`?
S3 lipid droplet: inactive

How did CC(=O)Nc1ccc(S(=O)(=O)NCc2ccc3c(c2)cc(C)n3C)cc1 do in these assays?
S3 lipid droplet: -10.0%; S3 lipid droplet cell count max: -8.7

Results for COc1ccc(C2C(=O)N(C3CCCCCC3)CC(=O)N2Cc2ccccc2)cc1OC (stereo not given) ?
S3 lipid droplet: -6.4%; S3 lipid droplet cell count max: -4.0

What do the screens show for `O=P(OC1CCCCC1)(OC1CCCCC1)C(O)c1c(Cl)cccc1Cl` (stereo not given)?
S3 lipid droplet: inconclusive

Results for ON=C1CCN(c2ncc(C(F)(F)F)cc2Cl)CC1 ?
S3 lipid droplet: inconclusive

How did O=C(NCCO)c1nc(C(=O)c2ccc(Cl)cc2)c2ccccc2n1 do in these assays?
S3 lipid droplet: inconclusive

How did CC(=O)N1c2ccc(S(=O)(=O)N3CCCC(C(=O)NCc4ccc(Cl)cc4)C3)cc2CC1C (stereo not given) do in these assays?
S3 lipid droplet: inconclusive

How did CCOc1ccccc1-c1nc(CN2CCCC2c2nccs2)c(C)o1 (stereo not given) do in these assays?
S3 lipid droplet: inconclusive

How did COc1ccc(NS(=O)(=O)c2ccc(C(=O)N(C)Cc3cccs3)cc2)cc1 do in these assays?
S3 lipid droplet: inconclusive

Results for CC1CN(c2ccc([N+](=O)[O-])cc2Cl)CCN1S(C)(=O)=O (stereo not given) ?
S3 lipid droplet: 0.6%; S3 lipid droplet cell count max: -0.6

Results for Cn1c(=O)[nH]c(=O)c2c1nc(SCCO)n2CCCc1ccccc1 ?
S3 lipid droplet: inconclusive

What do the screens show for `c1ccc(COc2ccc(OCCCCN3CCCCC3)cc2)cc1`?
S3 lipid droplet: inactive; S3 lipid droplet cell count max: -110.8

What do the screens show for `COC(=O)NC(=C(Cl)Cl)S(=O)(=O)c1ccccc1`?
S3 lipid droplet: inconclusive

What do the screens show for `CCOC(=O)c1[nH]c(C)c(/C(O)=C2\C(=O)C(=O)N(CCCN3CCOCC3)C2c2cccs2)c1C` (stereo not given)?
S3 lipid droplet: -0.6%; S3 lipid droplet cell count max: 13.9

Results for Cc1ccc(N(Cc2ccccc2)C(=O)c2cc(S(=O)(=O)N3CCOCC3)ccc2Cl)cc1 ?
S3 lipid droplet: inconclusive

How did NC(=O)CC(NC(=O)Cc1ccc(Br)cc1)c1ccc(N2CCC(N3CCCCC3)CC2)c([N+](=O)[O-])c1 (stereo not given) do in these assays?
S3 lipid droplet: inconclusive

What do the screens show for `Cc1ccc(-n2c(SCC(=O)NCCN3C(=O)CSC3=O)nnc2-c2ccccc2)cc1`?
S3 lipid droplet: 8.3%; S3 lipid droplet cell count max: 6.0

How did O=C(NCc1cccnc1)c1ccc(S(=O)(=O)Nc2ccccc2)cc1 do in these assays?
S3 lipid droplet: inconclusive

Results for CCC(C)c1ccc(OCC(=O)O)cc1 (stereo not given) ?
S3 lipid droplet: inconclusive

How did COc1ccccc1C1CN(c2ccc(F)cc2F)N=C1c1cccs1 (stereo not given) do in these assays?
S3 lipid droplet: -22.8%; S3 lipid droplet cell count max: -10.3

What do the screens show for `CC1(C)CC(=O)CC2(C1)NCC(c1ccccc1)c1c2[nH]c2ccccc12` (stereo not given)?
S3 lipid droplet: inconclusive

Results for Cc1cccc(Nc2nc(N)c([N+](=O)[O-])c(NCc3ccccc3)n2)c1 ?
S3 lipid droplet: inconclusive

How did CCOC(=O)N1CCC(NS(=O)(=O)c2cc(Br)cc3c2N(C(=O)CC)CC3)CC1 do in these assays?
S3 lipid droplet: inconclusive

What do the screens show for `O=C(NNC(=O)c1ccccc1Br)c1ccc2nc[nH]c2c1`?
S3 lipid droplet: 9.8%; S3 lipid droplet cell count max: -4.9

How did Cc1cc(=O)[nH]c(N/N=C/c2ccc(Cl)cc2Cl)n1 do in these assays?
S3 lipid droplet: 13.3%; S3 lipid droplet cell count max: 3.1

Results for O=C(Nc1ccc(NS(=O)(=O)c2ccc([N+](=O)[O-])cc2)cc1)c1ccco1 ?
S3 lipid droplet: -7.7%; S3 lipid droplet cell count max: 16.6

Results for C=CCn1c(SCC(=O)N(C)C2CCS(=O)(=O)C2)nnc1-c1ccccc1 (stereo not given) ?
S3 lipid droplet: -37.7%[0.0737 µM]; S3 lipid droplet cell count max: -14.8

Entries above that contain a CF3 group (3):
How did O=C(O)Cc1ccc(Oc2ncc(C(F)(F)F)cc2Cl)cc1 do in these assays?
S3 lipid droplet: -12.6%; S3 lipid droplet cell count max: -9.2

What do the screens show for `O=C(CSc1nc(-c2ccco2)cc(C(F)(F)F)n1)NCc1cccs1`?
S3 lipid droplet: inconclusive

Results for ON=C1CCN(c2ncc(C(F)(F)F)cc2Cl)CC1 ?
S3 lipid droplet: inconclusive

Following part.
How did CC1CCCN(C(=O)c2ccc3c(=O)n(C4CCCC4)c(=S)[nH]c3c2)C1 (stereo not given) do in these assays?
S3 lipid droplet: inconclusive

How did CNC(=O)c1c(NC(=O)c2ccc3ncsc3c2)sc(C)c1C do in these assays?
S3 lipid droplet: inconclusive

What do the screens show for `CC(C)CC(=O)N1CCN(c2ccc(NC(=O)c3ccco3)cc2)CC1`?
S3 lipid droplet: 0.4%

What do the screens show for `COc1cccc(CN2CCNC(=O)C2CC(=O)NCc2cn3cccc(C)c3n2)c1OC` (stereo not given)?
S3 lipid droplet: inactive; S3 lipid droplet cell count max: -8.4

Results for O=C(Nc1ccc(F)cc1)N1CCN(c2nc3ccccc3s2)CC1 ?
S3 lipid droplet: 4.11µM*

Results for O=C(NC12CC3CC(CC(C3)C1)C2)N1CCN(c2ccccc2)CC1 ?
S3 lipid droplet: inconclusive

What do the screens show for `COc1ccc(C(=O)N(NC(=O)Oc2ccccc2)C(C)(C)C)cc1`?
S3 lipid droplet: 4.3%; S3 lipid droplet cell count max: 0.6

Results for COc1ccc(OCc2ccc(-c3nc4ccccc4c(=O)n3N)o2)cc1 ?
S3 lipid droplet: inconclusive

What do the screens show for `COc1ccc(-c2cc(C(F)(F)F)nc(SCCC(=O)N3CCOCC3)n2)cc1`?
S3 lipid droplet: inconclusive

What do the screens show for `CC(C)OC(=O)CSc1nnc(-c2cnccn2)n1-c1ccc(Cl)cc1`?
S3 lipid droplet: inconclusive

How did COc1ccccc1C1=NOC(COC(=O)c2ccc([N+](=O)[O-])cc2)C1 (stereo not given) do in these assays?
S3 lipid droplet: 8.4%; S3 lipid droplet cell count max: 13.2

Results for O=C(c1c[nH]c(C(=O)C(Cl)(Cl)Cl)c1)c1ccccc1Cl ?
S3 lipid droplet: 25.9µM*; S3 lipid droplet cell count max: -14.7*

How did Fc1ccc(N2CCN(C(c3cccs3)c3nnnn3C3CCCC3)CC2)cc1 (stereo not given) do in these assays?
S3 lipid droplet: 9.5%; S3 lipid droplet cell count max: -25.0

How did Cc1cc(OCC(=O)Nc2ccncc2)ccc1Br do in these assays?
S3 lipid droplet: inconclusive

What do the screens show for `Cc1ccn2cc(C(=O)N3CCCC(Nc4ccc(F)cc4)C3)nc2c1` (stereo not given)?
S3 lipid droplet: 2.3%

How did CC1(C)CC2CC(C)(CN2C(=O)c2ccccc2)C1 (stereo not given) do in these assays?
S3 lipid droplet: inactive; S3 lipid droplet cell count max: 6.1

Results for O=C(O)CCC(NC(=O)OCc1ccccc1)C(=O)O (stereo not given) ?
S3 lipid droplet: -7.0%; S3 lipid droplet cell count max: -0.7

What do the screens show for `COc1ccc(CCNC(=O)CSc2nc(C)cs2)cc1`?
S3 lipid droplet: 15.7%; S3 lipid droplet cell count max: 0.1

Results for Cc1noc(C)c1S(=O)(=O)N1CCC(C(=O)N2CCN(c3ccc(Cl)cc3)CC2)CC1 ?
S3 lipid droplet: inconclusive

Results for O=C(Nc1cccc(S(=O)(=O)N2CCCC2)c1)c1cc(-c2ccccn2)nc2ccccc12 ?
S3 lipid droplet: inconclusive

Results for O=C1NC(c2ccccc2)=N/C1=C/c1ccco1 ?
S3 lipid droplet: -13.0%; S3 lipid droplet cell count max: -9.5

Results for C=CCc1cccc(CNc2nc3ccccc3n2CCC)c1O ?
S3 lipid droplet: inconclusive

How did Cc1cc(OC(=O)c2ccccc2Br)cc(=O)n1C do in these assays?
S3 lipid droplet: inconclusive

What do the screens show for `CCOC(=O)C1=C(C)NC2=C(C(=O)C(C(=O)OC)C(C)C2)C1c1ccc(OC)c(O)c1` (stereo not given)?
S3 lipid droplet: -19.0%; S3 lipid droplet cell count max: -15.2

Results for COC(=O)c1cc(-c2ccccc2)nc2nc(SC)[nH]c(=O)c12 ?
S3 lipid droplet: 13.3%; S3 lipid droplet cell count max: 6.7

How did CCCc1cc(=O)oc2c(C)c(OC(C)C(=O)NCCN3CCOCC3)ccc12 (stereo not given) do in these assays?
S3 lipid droplet: inconclusive

How did COc1cc(NC(=O)CCc2nnc3ccc(N4CCN(c5cccc(OC)c5)CC4)nn23)cc(OC)c1 do in these assays?
S3 lipid droplet: inactive; S3 lipid droplet cell count max: -21.5

How did CCCn1c(=O)c2c(nc3n2CCN3Cc2ccco2)n(C)c1=O do in these assays?
S3 lipid droplet: 2.6%; S3 lipid droplet cell count max: 10.6

Results for COc1ccc(CC(=O)Nc2nc3n(n2)C(c2ccccc2)CC(=O)N3)cc1OC (stereo not given) ?
S3 lipid droplet: inconclusive

What do the screens show for `Cc1cc(C)c(Nc2ncnc(N)n2)c(C)c1`?
S3 lipid droplet: 6.9%; S3 lipid droplet cell count max: -1.3

What do the screens show for `COCCN(C(=O)c1ccccc1F)c1nnc(-c2ccc(OC)cc2)s1`?
S3 lipid droplet: 18.4µM*; S3 lipid droplet cell count max: -15.3*

How did CCc1cc(/C(Cc2ccccn2)=N\Nc2ccccc2)c(O)cc1O do in these assays?
S3 lipid droplet: inconclusive
